Source: PubChem
PTHR1 ag = PTHR1 (human) receptor agonism; HEK293 GP2 PTHR1 cells, GloSensor cAMP luminescence, 1 h; Potency, µM (titrated, usually from 115 µM), inactives show at the top dose activation, most hits filed as activators; actives 0.075% (n = 410,000); AID 743266; further: nearly all actives have a fitted effect of over 55% in size; some results filed as inactive show a strong effect at the top dose; inactives centre near -15; many of its hits are not listed in these tables
Target sequence (Q03431 whole entry, looked up): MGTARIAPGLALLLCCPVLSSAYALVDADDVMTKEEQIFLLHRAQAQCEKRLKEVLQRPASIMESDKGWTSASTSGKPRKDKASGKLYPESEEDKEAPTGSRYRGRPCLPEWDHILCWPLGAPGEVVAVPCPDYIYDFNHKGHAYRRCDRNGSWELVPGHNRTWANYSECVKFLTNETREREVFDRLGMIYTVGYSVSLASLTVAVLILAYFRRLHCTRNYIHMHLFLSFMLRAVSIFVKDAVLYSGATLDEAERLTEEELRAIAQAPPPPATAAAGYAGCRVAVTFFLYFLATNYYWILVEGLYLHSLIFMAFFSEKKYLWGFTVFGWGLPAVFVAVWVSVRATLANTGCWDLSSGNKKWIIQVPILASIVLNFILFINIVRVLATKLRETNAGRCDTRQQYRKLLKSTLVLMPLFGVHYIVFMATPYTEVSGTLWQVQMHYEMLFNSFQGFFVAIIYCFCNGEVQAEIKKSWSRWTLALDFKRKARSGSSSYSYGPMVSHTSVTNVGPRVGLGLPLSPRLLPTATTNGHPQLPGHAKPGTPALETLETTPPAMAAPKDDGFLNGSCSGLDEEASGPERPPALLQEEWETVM
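HEK-293-derived GP2 cells expressing PTHR1 and a GloSensor cAMP reporter, 3,000/well, plated overnight, given luciferin plus IBMX (each 0.5 mM as added) for 1 h at 37 °C, then compound for 1 h at 37 °C. Luminescence was read after 15 min at room temperature.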
TDP-43 yeast inh = TDP-43 toxicity inhibition in yeast; TDP-43 expressing yeast growth rescue, BacTiter-Glo, 24 h; Potency, µM (series often up to 46.1 µM), inactives show at the top dose growth rescue (activation), most hits filed as activators; actives 1.8% (n = 410,000); further: % of control where 0% means no effect; nearly all actives have a fitted effect of over 50% in size
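Luminescence from BacTiter-Glo reports growth of TDP-43-expressing yeast after 24 hr at 30 deg C with compound. Cells were raffinose-pregrown to mid-log, then seeded in galactose medium at OD600=0.02.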
FUS suppressor = rescues growth of FUS-expressing yeast; S. cerevisiae FUS-expressing, growth rescue, OD600, 24 h; actives 0.24% (n = 390,000); Potency, µM (top dose mostly 76.6 µM), for the others: at the top dose growth rescue (activation), actives largely listed as activators;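 further: plate controls were DMSO vehicle for no effect and reference control for full effect; nearly all actives have a fitted effect of over 55% in size; some results filed as inactive show a strong effect at the top dose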
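Yeast expressing FUS under galactose induction, OD 0.005 in 2% galactose medium; compounds in a dilution series, 24 h at 30C. Growth rescue by absorbance at 600 nm; CP55940 positive control, DMSO negative.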
Active calls of the source: *; i = inactive; ? = inconclusive; [ ] = another dose, or the depositor's remark. The call rests on the fitted dose curve; in most records, active means well fitted curve in the direction sought with a large enough effect; inconclusive means small, poorly fitted or top-dose-only effect, or another doubt; inactive means no such curve, though single readings can be large; an effect the other way counts as inactive or inconclusive. Potency means the concentration at half of the fitted maximal effect. The list is partial; the hit share may differ from the screen's.

molecule | PTHR1 ag | TDP-43 yeast inh | FUS suppressor
CC(C)c1ccc(N(CC(=O)O)S(=O)(=O)c2ccc3[nH]c(=O)c(=O)[nH]c3c2)cc1 | ? | -11% | 19%
COc1ccc(CNC(=O)c2oc3c(c2C)-c2nn(Cc4ccccc4Cl)cc2CC3)cc1 | -59%[inhibitor] | -13% | ?
Cc1cc(=O)oc2c3c(ccc12)OCN(Cc1ccc(Cl)cc1)C3 | -18% | 18% | -5%
Cc1cccc(-c2nc(Cn3c(=O)cc(-c4ccccc4)c4c(C)nn(C)c43)c(C)o2)c1 | -16% | -9% | 3%
CC1CCCN(c2ncnc3c2nnn3C)C1 (stereo not drawn) | -14% | 11% | -7%
CCc1ccc(CNC(=O)CN2C(=O)C3CCCCN3c3ccc(C(=O)N4CCCC4)cc32)cc1 (stereo not drawn) | i | 24%[9.22 µM] | 20%
Cc1ccc(-n2nnc(-c3nsc(NC(=O)c4ccccc4)n3)c2C)cc1 | i | 1% | 19%
COc1ccccc1CNC(=O)Cn1c(=O)nc(-c2ccccc2)c2ccccc21 | i | 14% | 1%
CCCn1cc(S(=O)(=O)c2cccc(Cl)c2)c(=O)c2cc(F)c(N3CCOCC3)cc21 | 0% | 0% | 40%
COc1ccc(-c2cc(C(F)(F)F)nc(SCCC(=O)Nc3ccc(OC)c(OC)c3)n2)cc1 | i | 8% | 38%
CCN1CCN(CCCNC(=O)Cn2nc(C)n3c(cc4c(OC)cccc43)c2=O)CC1 | i | 1% | 8%
COC(=O)c1cc(S(=O)(=O)N2CCN(c3cc(Cl)ccc3C)CC2)c[nH]1 | -10% | ? | ?
Nc1c(C(=O)NCCc2ccccc2)nnn1CC(=O)Nc1ccc(Cl)cc1 | -24% | 25% | -11%
Cc1c(C(=O)N(C)C)sc2c1c(=O)n(-c1ccc(Cl)cc1)c(=O)n2CC(=O)C(C)(C)C | -18% | 5% | 13%
Cc1cc(C)c2c(n1)nn1c(C)c(CCC(=O)NCc3ccc(Cl)cc3)c(C)nc21 | i | 7% | -16%

Exported with values under each structure: entries from further up.
Each structure is followed by: PTHR1 ag	TDP-43 yeast inh	FUS suppressor
- Cc1cccc(-c2nc(Cn3c(=O)cc(-c4ccccc4)c4c(C)nn(C)c43)c(C)o2)c1
    -16%	-9%	3%
- CC1CCCN(c2ncnc3c2nnn3C)C1 (stereo not drawn)
    -14%	11%	-7%
- CCc1ccc(CNC(=O)CN2C(=O)C3CCCCN3c3ccc(C(=O)N4CCCC4)cc32)cc1 (stereo not drawn)
    i	24%[9.22 µM]	20%
- Cc1ccc(-n2nnc(-c3nsc(NC(=O)c4ccccc4)n3)c2C)cc1
    i	1%	19%

Additional records:
molecule | PTHR1 ag | TDP-43 yeast inh | FUS suppressor
CCOc1ccc(CCNC(=O)CCCn2nc(C)c3sc4ccccc4c3c2=O)cc1 | -23% | 21% | -10%
COc1ccc(NCc2ccccc2-c2nnc(-c3ccccc3)o2)cc1Cl | -51%[inhibitor] | ? | -1%
Cc1ccc(C)n1-c1c(C(=O)NCCC(C)C)sc2ncccc12 | -24% | ? | 20%
CN1CCN(C2(CNC(=O)COc3ccc(C(C)(C)C)cc3)CCCCC2)CC1 | i | 5% | 20%
COc1cc(Cl)c(C)cc1NC(=O)Cn1c(C)c2cnn(-c3ccccc3)c(=O)c2c1C | i | 19% | 3%
COc1ccccc1CNC(=O)C1CCCN(S(=O)(=O)c2ccc3c(c2)oc(=O)n3C)C1 (stereo not drawn) | -13% | -16% | 4%
Cc1ccccc1CSc1ncc(Cl)c(C(=O)Nc2nc3ccc(F)cc3s2)n1 | 5% | -4% | -9%
COc1ccc(OC)c(CNC(=O)CSc2c3c(nc4cc(Cl)ccc24)CCCC3)c1 | -10% | 15% | 24%
O=C(CSc1nc(-c2cccs2)nc2cc(=O)[nH]n12)Nc1ccccc1 | -2% | 2% | 12%
O=C(O)c1ccc2nc(-c3cc4cccc(O)c4oc3=O)[nH]c2c1 | i | -26% | 19%
COc1ccc(NC(=O)Cn2nc(C)c3nn(-c4ccc(Cl)cc4)c(C)c3c2=O)cc1 | i | 0% | 34%
COc1ccc(S(=O)(=O)N2CCC(c3nc4ccccc4s3)CC2)cc1OC | i | 6% | -23%
COc1ccccc1OCCCSc1nc(-c2ccc(C(C)(C)C)cc2)nc2cc(=O)[nH]n12 | i | 14% | 20%
COc1ccc(NC(=O)CSc2cc(-c3ccccc3)nc(C)n2)cc1 | -25% | 8% | 12%
CCOc1ccc(OCC)c(NC(=O)CN(c2ccc(C)cc2)S(=O)(=O)c2c(C)n[nH]c2C)c1 | -35%[inhibitor] | ? | -12%

Arranged by value in FUS suppressor (smallest number first): 3 of the compounds above
compound,PTHR1 ag,FUS suppressor
CCOc1ccc(OCC)c(NC(=O)CN(c2ccc(C)cc2)S(=O)(=O)c2c(C)n[nH]c2C)c1,-35%[inhibitor],-12%
COc1cc(Cl)c(C)cc1NC(=O)Cn1c(C)c2cnn(-c3ccccc3)c(=O)c2c1C,i,3%
COc1ccccc1OCCCSc1nc(-c2ccc(C(C)(C)C)cc2)nc2cc(=O)[nH]n12,i,20%

Carrying on:
molecule | PTHR1 ag | TDP-43 yeast inh | FUS suppressor
CC(C)CCNC(=O)CSc1nc2ccsc2c(=O)n1Cc1ccccc1Cl | -79%[inhibitor] | 5% | 7%
CCOc1cc(-c2nc(-c3ccc(-c4ccccc4)nc3OCC)no2)cc(OCC)c1OCC | 12% | 0% | -23%
O=C(CCc1ccccc1)NCc1ccc2c(c1)CCN2C(=O)c1ccc(Cl)cc1 | ? | -5% | -21%
COc1ccc(N2CCN(C(=O)CSc3c4c(nc5ccc(Cl)cc35)CCCC4)CC2)cc1 | -88%[inhibitor] | 32µM* | ?
CCC(=O)Nc1ccc(CC)cc1-c1nc2ccccc2n(CC(=O)c2ccc(OC)cc2)c1=O | -19% | 2% | -6%
CCCCNC(=O)c1ccc2c(=O)n(Cc3ccc(OC)cc3)c(=O)[nH]c2c1 | -19% | 7% | -22%
COc1ccc(C2Nc3ccccc3-c3nnc(SC)nc3O2)cc1C (stereo not drawn) | i | 0% | 0%
CCn1c(CC2C(=O)N(C)c3ccc(Br)cc32)nc2ccccc2c1=O (stereo not drawn) | i | 0% | -2%
O=C(Nc1ccc(Cl)cc1Cl)c1cc(S(=O)(=O)N2CCc3ccccc32)ccc1F | -21% | 2% | 6%
CCN(CC)CCCNc1sc(S(=O)(=O)c2ccccc2)nc1S(=O)(=O)c1ccc(Cl)cc1 | 13% | 25% | 20%
Cc1cccc(NC(=O)c2cnc3sc(N4CCCC4)nn3c2=O)c1C | 15% | 12% | 4%
Cc1nn2c(=O)cc(COc3ccc(/C=C(\C#N)C(=O)Nc4ccccc4C)cc3)nc2s1 | -22% | 5% | -1%
O=c1c(N2CCc3ccccc3C2)csc2ccc(Cl)cc12 | -27% | -89%[inhibitor] | 12%
CCOC(=O)c1c(NC(=O)CCCOc2ccc(Cl)cc2)sc2c1CCC2 | -31%[inhibitor] | 9% | 0%
O=C(NCCn1cc(SCc2ccc(Cl)cc2)c2ccccc21)c1cccs1 | -28% | 13% | 39%
CCOc1ccc(-n2nc3cc(C)c(NC(=O)CC)cc3n2)cc1 | i | ? | 5%
OCCCn1c(-c2ccc(F)cc2)csc1=Nc1ccc(F)cc1 | -11% | 19% | 4%
COc1ccccc1CNC(=O)c1oc2c(c1C)-c1nn(Cc3ccc(Cl)cc3)cc1CC2 | -14% | 6% | ?
COc1ccc(OC)c(C2c3c(-c4ccc(Br)cc4)n[nH]c3C(=O)N2c2ccc(Cl)cc2)c1 (stereo not drawn) | -34%[inhibitor] | ? | ?
CCC(=O)N1CCc2cc(S(=O)(=O)NC(Cc3ccccc3)C(=O)Nc3ccccc3C)ccc21 (stereo not drawn) | 11% | 0% | -14%
CCc1ccc2[nH]cc(S(=O)(=O)c3ccc(C(C)C)cc3)c(=O)c2c1 | i | 9% | 15%
Cc1ccc(-n2nc3cc(C)c(NC(=O)c4ccc(-c5ccccc5)o4)cc3n2)cc1 | i | 16% | -3%
Cn1c(=O)c2c(ncn2CC(=O)Nc2cc(Cl)cc(Cl)c2)n(C)c1=O | -24% | 4% | -3%
Cc1ccsc1CN(C(=O)c1ccc(OCC(C)C)cc1)C1CCS(=O)(=O)C1 (stereo not drawn) | -5% | ? | 33%
Cc1cccc(C)c1NC(=O)c1oc2ccc3c(c2c1C)C(=O)CC(C)(C)O3 | -27% | 10% | 9%
COc1ccccc1NC(=O)c1c(C)cc(C)nc1SCC(=O)Nc1ccc(C)cc1 | -2% | 18µM* | ?
Cc1c(Cl)cccc1NC(=O)CCS(=O)(=O)c1cccc2nsnc12 | -28% | 0% | 6%
CC(=O)Nc1ccc(-c2cc(C(=O)O)c3c(-c4ccccc4)[nH]nc3n2)cc1 | 21% | 17% | 8%
CC(CNC(=O)CCCn1c(=O)c2cccn2c2ccc(F)cc21)c1ccccc1 (stereo not drawn) | i | 25µM* | ?
CCCN(C(=O)COc1cc(=O)n(CC)c2ccccc12)c1ccc(C(C)C)cc1 | -28% | 22µM* | ?

Pulled one by one from the list above, 6 records:
molecule | PTHR1 ag | TDP-43 yeast inh | FUS suppressor
COc1ccc(OC)c(C2c3c(-c4ccc(Br)cc4)n[nH]c3C(=O)N2c2ccc(Cl)cc2)c1 (stereo not drawn) | -34%[inhibitor] | ? | ?
CCCN(C(=O)COc1cc(=O)n(CC)c2ccccc12)c1ccc(C(C)C)cc1 | -28% | 22µM* | ?
Cn1c(=O)c2c(ncn2CC(=O)Nc2cc(Cl)cc(Cl)c2)n(C)c1=O | -24% | 4% | -3%
COc1ccccc1NC(=O)c1c(C)cc(C)nc1SCC(=O)Nc1ccc(C)cc1 | -2% | 18µM* | ?
CCOc1ccc(-n2nc3cc(C)c(NC(=O)CC)cc3n2)cc1 | i | ? | 5%
Cc1c(Cl)cccc1NC(=O)CCS(=O)(=O)c1cccc2nsnc12 | -28% | 0% | 6%

(continued)
molecule | PTHR1 ag | TDP-43 yeast inh | FUS suppressor
CCCCCn1c(=O)[nH]c2cc(C(=O)N3CCN(c4cccc(C)c4)C(C)C3)ccc2c1=O (stereo not drawn) | -96% | 23% | 12%
NC(=O)C1CCN(C(=O)c2cccc(NC(=O)c3nsc4ccccc34)c2)CC1 | -24% | 14% | 8%
CCCN(CCC)C(=O)c1c[nH]c2ccc(S(=O)(=O)N(C)c3ccc(Cl)cc3)cc2c1=O | -28% | 5% | 3%
Cc1cc(C)c(NC(=O)Cn2c(=O)n(Cc3ccc(C(=O)NCc4ccc5c(c4)OCO5)cc3)c(=O)c3ccccc32)c(C)c1 | -23% | 10% | 14%
CCC(Oc1ccccc1)C(=O)Nc1ccc2oc(-c3ccc(OC)cc3)nc2c1 (stereo not drawn) | 5% | -11% | -21%
COc1ccc(CCN2C(=O)N(c3ccc(F)cc3)C(=O)C2CC(=O)Nc2ccc(OC)cc2)cc1 (stereo not drawn) | -27% | 6% | 27%
Cc1cc(-n2ccnc(NCCc3ccc(S(N)(=O)=O)cc3)c2=O)ccc1Br | i | 20% | 24%
Cc1ccc(Cn2c(CO)cnc2SCc2cccc(F)c2)cc1 | -18% | 20% | 40%
CCCCOc1ccc(NC(=O)c2cc3c(n(-c4ccc(Cl)cc4)c2=O)CCCC3=O)cc1 | i | -9% | -9%
CCc1ccc(CN(Cc2ccco2)C(=O)c2ccc(C)cc2)cc1 | -5% | -13% | 29%
Cc1cccc(CC(=O)NC2CC(=O)N(c3ccccc3)C2)c1 (stereo not drawn) | 1% | 0% | -5%

Record cards, from the list above. Values in the order: PTHR1 ag	TDP-43 yeast inh	FUS suppressor
Cc1cccc(CC(=O)NC2CC(=O)N(c3ccccc3)C2)c1 (stereo not drawn) in the list: 1%	0%	-5%
CCOc1cc(-c2nc(-c3ccc(-c4ccccc4)nc3OCC)no2)cc(OCC)c1OCC in the list: 12%	0%	-23%
